TRPC6 inh = mouse TRPC6 channel inhibition. Q61143. HEK293-TRPC6, membrane potential dye, ACh-evoked depolarization; active compounds read low. 1.1% of 310,000 active. B-score at 10 µM. AID 2553;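 active means B-score under library mean minus 3 SD, initial fluorescence not abnormally high, positive integrated signal ratio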;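 further: B-score derived from integrated fluorescence ratio over the kinetic read; more negative B-score means stronger inhibition of depolarization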
Target sequence (Q61143 whole entry, looked up): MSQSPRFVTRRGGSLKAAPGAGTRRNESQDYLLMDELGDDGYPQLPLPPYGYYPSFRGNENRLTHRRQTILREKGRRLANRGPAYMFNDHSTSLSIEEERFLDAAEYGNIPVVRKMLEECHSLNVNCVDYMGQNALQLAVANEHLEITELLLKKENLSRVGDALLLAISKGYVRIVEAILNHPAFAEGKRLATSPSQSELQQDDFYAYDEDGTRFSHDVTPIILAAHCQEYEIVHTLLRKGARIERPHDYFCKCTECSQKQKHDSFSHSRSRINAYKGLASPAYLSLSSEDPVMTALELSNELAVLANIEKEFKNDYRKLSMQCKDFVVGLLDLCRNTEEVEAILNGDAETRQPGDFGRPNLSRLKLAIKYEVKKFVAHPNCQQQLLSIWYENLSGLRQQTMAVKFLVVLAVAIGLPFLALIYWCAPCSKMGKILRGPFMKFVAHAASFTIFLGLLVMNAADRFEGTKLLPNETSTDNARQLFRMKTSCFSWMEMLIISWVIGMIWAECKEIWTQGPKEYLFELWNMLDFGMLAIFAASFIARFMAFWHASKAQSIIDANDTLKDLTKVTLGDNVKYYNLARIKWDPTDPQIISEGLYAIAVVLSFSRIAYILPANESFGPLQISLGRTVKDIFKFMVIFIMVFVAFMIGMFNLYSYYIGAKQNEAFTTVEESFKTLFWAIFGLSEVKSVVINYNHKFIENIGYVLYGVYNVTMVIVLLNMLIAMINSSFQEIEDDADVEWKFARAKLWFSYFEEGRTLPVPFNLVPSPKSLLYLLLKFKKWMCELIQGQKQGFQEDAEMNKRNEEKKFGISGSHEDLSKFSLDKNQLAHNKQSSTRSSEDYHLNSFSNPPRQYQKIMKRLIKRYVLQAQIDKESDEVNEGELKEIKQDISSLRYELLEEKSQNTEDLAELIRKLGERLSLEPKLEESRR
ANO1 block = mouse TMEM16A channel inhibition, primary screen; Q8BHY3; HEK293 TMEM16A/YFP iodide influx fluorescence, ionomycin; normalized B-score (activity score, 25-100; higher = stronger inhibition) at 10 µM; 1.2% of 310,000 active;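 active means ratio plate-corrected score three or more library SD toward inhibition, starting fluorescence score within five deviations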;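 further: score derived from kinetic fluorescence span divided by baseline fluorescence per well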
SKKanGAS inh = inhibitors of SKKanGAS S. pyogenes growth in kanamycin (SK-promoter or general growth effect); 1.3% of 300,000 active; inhibition, % at 7.5 µM; BacTiter-Glo, 6 h;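 active means mean replicate score, as percent of positive control median, at least 50; inconclusive means mean below 50 but one replicate at or above 50; inactive means mean and every replicate below 50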;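 further: strain carries kanamycin resistance gene driven by streptokinase promoter and grows in 40 µg/ml kanamycin; loss of luminescence reflects streptokinase promoter inhibition or plain growth inhibition; 0% = median of DMSO wells and 100% = positive control at its reference dose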
ANO1 activ = activators or potentiators of mouse TMEM16A chloride channel. Q8BHY3. HEK293 TMEM16A/YFP-H148Q/I152L, iodide quench fluorescence; active compounds read low. B-score at 10 µM. 0.3% of 340,000 active. AID 623877;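 active means fluorescence-ratio B-score plate-corrected deviation score at least 3 library SD below zero, with starting fluorescence score within 5 deviations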;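 further: channel opened by trigger with iodide after compound preincubation; score built on the fluorescence ratio of max minus min over baseline; more negative score means more quench and so TMEM16A activation or potentiation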
MrgX1 PAM = allosterically activates human MrgX1 receptor signaling | B-score at 10 µM | Q96LB2 | MrgX1-HEK293, Fluo-4 calcium flux, FDSS; active compounds read high | 0.63% of 310,000 active;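 active means plate-corrected calcium response at least 3 library SD above typical, normal starting fluorescence, not activating the receptor alone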;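 further: compound read alongside a low EC10 to EC30 dose of BAM8-22 agonist; peak minus trough fluorescence over baseline measured at the second addition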
MrgX1 ag = activates human MrgX1 receptor signaling. 0.44% of 310,000 active. B-score at 10 µM. MrgX1-HEK293 cells, Fluo-4 calcium fluorescence, agonist mode; active compounds read high;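 active means calcium response B-score plate-corrected fluorescence ratio at least 3 library SD, with starting fluorescence B-score inside 5 SD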
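System – MrgX1-expressing HEK293 cells · Incubation – cells plated overnight, dye loaded 0.5 h 37 °C, 0.5 h room temperature · Technique – kinetic Fluo-4 NW fluorescence of intracellular calcium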
MrgX1 antag = human MrgX1 receptor antagonism, primary screen | MRGX1-HEK293 calcium flux, Fluo-4, BAM8-22 antagonism; active compounds read low | B-score at 10 µM | 1.3% of 310,000 active | Q96LB2;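 active means calcium-response B-score plate-corrected more than 3 library SD below zero, starting fluorescence within 5 deviations, no agonist response on first addition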;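 further: peak minus trough fluorescence over baseline after final BAM8-22 challenge near maximal dose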
RGS4 inh = human RGS4 inhibition; P49798; HEK293 M3R/RGS4 inducible, Fluo-4 calcium flux; active compounds read high; triggered by carbachol at its EC20; B-score at 10 µM; 0.45% of 310,000 active; AID 463165;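 active means B-score, a plate-corrected calcium signal, over three deviations above library mean, with baseline fluorescence within five deviations of library mean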;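 further: RGS4 expression induced by doxycycline in cells with stable M3 receptor; B-score is computed from the integrated fluorescence ratio over baseline after carbachol; higher B-score means a larger calcium signal and so more RGS4 inhibition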
TRPC6 act = activates the mouse TRPC6 cation channel. HEK293-TRPC6 membrane potential dye fluorescence; active compounds read high. 0.13% of 310,000 active. B-score at 10 µM. Q61143;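 active means B-score of the integrated fluorescence ratio above library mean plus 3 SD, and starting fluorescence ratio within library mean plus 5 SD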;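 further: higher score means more depolarization so channel activation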
HDAC3 inhib = blocks human histone deacetylase 3; O15379; recombinant HDAC3, fluorogenic peptide/trypsin coupled, fluorescence; inhibition, % at 8.3 µM; 0.15% of 320,000 active; in the data active means inhibition above about 26%, passing the limit was not always enough; inconclusive means no clear call, values can overlap the other calls
RGS4 pot = RGS4 potentiation or activation; 0.92% of 310,000 active; AID 463111; B-score at 10 µM; HEK293 M3R/inducible RGS4, carbachol calcium flux Fluo4; active compounds read low;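 active means B-score of the integrated calcium signal more than 4 SD below the library mean, with starting fluorescence not abnormally high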;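 further: negative B-score means reduced calcium response which marks RGS4 activation or potentiation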
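Assay system: Inducible-RGS4 HEK293 cells carrying M3 receptor | Schedule: Compound preincubation 20 min at room temperature before agonist | Signal: Kinetic calcium fluorescence imaging with Fluo4-AM dye, 2 µM | Read-out basis: B score from integrated fluorescence ratio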
* marks the source's active call; other numbers are inactive results; i = inactive; ? = inconclusive; . = no result given. Not a hit list; overall some 6.7% were active at least once.

SMILES | TRPC6 inh | ANO1 block | SKKanGAS inh | ANO1 activ | MrgX1 PAM | MrgX1 ag | MrgX1 antag | RGS4 inh | TRPC6 act | HDAC3 inhib | RGS4 pot
CCC(CC)Nc1ccc(C(CC(N)=O)NC(=O)c2ccccc2)cc1[N+](=O)[O-] (stereo not drawn) | i | i | 5 | i | i | i | i | i | i | -2 | i
CC(=O)c1c(OCC(=O)O)ccc2c(C)cc(=O)oc12 | i | i | -4 | i | i | i | i | i | i | 0 | i
O=C(N/N=C/c1ccc(O)c2ncccc12)c1cccc(Br)c1 | i | i | 15 | i | i | i | i | i | i | -5 | i
CCN(CC(=O)NCc1ccc(F)cc1)S(=O)(=O)c1ccc(C)cc1 | i | i | -2 | i | i | i | i | i | i | 0 | i
CCc1ccccc1N1CSC2=C(C#N)C(c3cc(OC)c(OC)cc3OC)CC(=O)N2C1 (stereo not drawn) | i | i | 3 | i | i | i | i | i | i | 10 | i
COc1ccc(CNC(=O)C(=O)NCCCn2ccnc2)cc1 | i | i | 7 | i | i | i | i | i | i | 3 | i
CN(C)c1ccc(C(=O)n2nnc3ccccc32)cc1 | i | i | 4 | i | i | i | i | i | i | 91* | i
Cn1ncc2c(NNC(=O)c3ccc(O)cc3)ncnc21 | i | i | 0 | i | i | i | i | i | i | 3 | i
Cc1cccc(N2C(=O)c3cccnc3C2=O)c1 | i | i | -2 | i | i | i | i | i | i | 7 | i
CCOC(=O)C1CCN(c2ncnc3c2c(-c2ccccc2)cn3-c2ccccc2)CC1 | i | i | 15 | i | i | i | i | i | i | -4 | i
CC(=O)Nc1ccc(S(=O)(=O)NCCNc2ccccc2[N+](=O)[O-])cc1 | i | i | 2 | i | i | i | i | i | i | -4 | i
Cc1ccccc1NC(=O)CSc1nc(N)c2c3c(sc2n1)CSC(C)(C)C3 | i | i | 19 | i | i | i | i | i | i | -7 | i
CCOc1c(Cl)cc(/C=C/C(=O)N(CC)CC(=O)NCc2cccs2)cc1OC | i | i | -2 | i | i | i | i | i | i | -1 | i
Fc1ccc(N2Cc3ccsc3C=N2)cc1 | i | i | 8 | i | i | i | i | i | i | 4 | i
Cc1ccc(N2CCC(N3CCN(C4CCCCC4)C(CCO)C3)CC2)cc1 (stereo not drawn) | i | i | 2 | i | i | i | i | i | i | 1 | i
CCN1CCN(C(=O)c2ccc3c(=O)n(CCC4=CCCCC4)c(=O)[nH]c3c2)CC1 | i | i | 1 | i | i | i | i | i | i | 2 | i
COc1ccc2nc(/N=C/c3cccc(OC)c3O)sc2c1 | i | i | 0 | i | i | i | i | i | i | -1 | i
COc1ccc(/C=N\NC(=O)C2COc3ccccc3O2)cc1O (stereo not drawn) | i | i | -10 | i | i | i | i | i | i | . | i
NC(=O)c1ccsc1NC(=O)CSc1nnc2ccccn12 | i | i | 12 | i | i | i | i | i | i | 5 | i
Cn1c(NC(=O)C[n+]2cc(-c3ccccc3)n3c2CCC3)cc(=O)n(C)c1=O | i | i | 1 | i | i | i | i | i | i | -2 | i
O=C(CSc1nnnn1C1CCCCC1)NCc1cccc(C(=O)O)c1 | i | i | 4 | i | i | i | i | i | i | -2 | i
CCC1(c2ccc(F)cc2)NC(=O)N(CC(=O)Nc2ccc(N3CCCCC3)cc2)C1=O (stereo not drawn) | i | i | -1 | i | i | i | i | i | i | 10 | i
Cc1nc2ncnn2c(C)c1CCC(=O)NCCc1ccccc1 | i | i | 2 | i | i | i | i | i | i | -1 | i
CCCn1c2ccccc2c2nc3ccccc3nc21 | i | i | 16 | i | i | i | i | i | i | 4 | i
Cc1nn(C)c(C(=O)N2CCc3ccccc32)c1Br | i | i | -2 | i | i | i | i | i | i | 4 | i
Cc1ccc(-n2c(-c3cnccn3)n[nH]c2=S)cc1 | i | i | 7 | i | i | i | i | i | i | 5 | i
CC(=O)CC(C)(C)Nc1nc2ccc([N+](=O)[O-])cc2o1 | i | i | -5 | i | i | i | i | i | i | 5 | i
Cc1ccccc1Nc1nnc(SCC(=O)c2cc3ccccc3o2)s1 | i | i | 9 | i | i | i | i | i | i | 10 | i
CCC(C)OC(=O)C1=C(C)OC23OC(N)=C(C#N)C12C(=O)c1ccccc13 (stereo not drawn) | i | i | -4 | i | i | i | i | i | i | -3 | i
CCC1CCCCN1C(=O)COc1ccccc1NC(C)=O (stereo not drawn) | i | i | 4 | i | i | i | i | i | i | -3 | i
O=C(Nc1cccc(Cl)c1)c1cccc(Oc2ccc([N+](=O)[O-])cc2Cl)c1 | i | i | 3 | i | i | i | i | i | i | -3 | i
Cc1oc(-c2ccccc2F)nc1CN1CCC(C(=O)NCc2cccnc2)CC1 | i | i | 0 | i | i | i | i | i | i | 0 | i
OCCn1c(-c2ccccc2)csc1=Nc1ccccc1 | i | 25* | -9 | i | 15* | i | i | i | i | 3 | i
COc1ccccc1/C=N/NC(=O)c1ccc(Cn2nc([N+](=O)[O-])cc2C)cc1 | i | i | 1 | i | i | i | i | i | i | 14 | i
COc1ccccc1OCCNC(=O)Nc1cc(F)c(F)cc1Cl | i | i | -6 | i | i | i | i | i | i | -2 | i
COc1cccc(C(=O)NNC(=O)/C=C/c2ccccc2)c1 | i | i | 7 | i | i | i | i | i | i | 5 | i
c1ccc(-[n+]2nc(Nc3cccc4ccccc34)sc2-c2c3ccccc3cc3ccccc23)cc1 | . | i | . | i | i | i | i | . | . | 1 | .
COc1cccc(CCc2nnc(CCC(=O)NC(C)c3c(C)nn(C)c3C)o2)c1 (stereo not drawn) | i | i | 3 | i | i | i | i | i | i | 3 | i
O=C(CNCC1CCCO1)Nc1ccccc1-n1cccc1 (stereo not drawn) | i | i | -10 | i | i | i | i | i | i | ? | i
COc1cc(Cl)c(CN2CCC(CCC(=O)NC3CC3)CC2)cc1OC | i | i | -1 | i | i | i | i | i | i | -3 | i
C/C(=N\NC(=O)C1(C)CC1(Br)Br)c1ccc(NC(=O)C2CCC2)cc1 (stereo not drawn) | i | i | -6 | i | i | i | i | i | i | 2 | i
CC1(C)CC(NC(=O)C(=O)NCCc2ccccc2)CC(C)(C)N1 | i | i | 4 | i | i | i | i | i | i | -7 | i
O=[N+]([O-])c1ccc(-c2cc(-c3ccc(Cl)cc3)n[nH]2)cc1 | i | i | 6 | i | i | i | i | i | i | -3 | i
Cc1ccc(S(=O)(=O)Nc2nc(C)cc(NCCN)n2)cc1 | i | i | -7 | i | i | i | i | i | i | 2 | i
COc1ccc(C2c3[nH]c4ccccc4c3CCN2CCCn2cccn2)cc1C (stereo not drawn) | i | i | -2 | i | i | i | i | i | i | -4 | i
COc1ccc2c(c1OC)C(=O)N(c1ccc(F)cc1)C2 | i | i | 3 | i | i | i | i | i | i | 6 | i
CCOc1ccc(N2C(=O)C(=O)/C(=C(/O)c3ccccc3)C2c2ccccc2[N+](=O)[O-])cc1 (stereo not drawn) | i | i | 9 | i | i | i | i | i | i | 5 | i
COc1ccccc1CCC(=O)OCc1csc(CC(=O)Nc2ccccc2C)n1 | i | i | -16 | i | i | i | i | i | i | 2 | i
CN(CCNC(=O)C1CCCN(c2ncnc3c2nc2n3CCCCC2)C1)Cc1ccccc1 (stereo not drawn) | i | i | -8 | i | i | i | i | i | i | -1 | i
C=CCOC(=O)C1=C[C@H](c2coc3ccccc3c2=O)C[C@H](OCc2ccc(CO)cc2)O1 | i | i | 3 | i | i | i | i | i | i | -4 | i
Clc1ccccc1CSC1=NCCCN1 | i | 100* | -6 | i | i | i | i | i | i | -4 | i
COCCn1c(N)c(NCc2ccccc2)c(=O)[nH]c1=O | i | i | -3 | i | i | i | i | i | i | -2 | i
Cc1nc2ccccc2nc1CSc1nnc(N)s1 | i | i | 7 | i | i | i | i | i | i | -7 | i
Cc1ccc(N=C2SCCCN2C(=O)C2=COCCO2)cc1Cl | i | i | -2 | i | i | i | i | i | i | 3 | i
CC1CCCC(C)N1CCCNC(=O)Cn1cc2c(n1)CCCC2 (stereo not drawn) | i | i | -2 | i | i | i | i | i | i | -2 | i
Cc1ccc(C(=O)OC(C)C(=O)NC2CCCCC2C)cc1S(=O)(=O)N1CCCCC1 (stereo not drawn) | i | i | -4 | i | i | i | i | i | i | 19 | i
Cc1cc(C)cc(NC(=O)Cn2nnc(C(=O)NCc3ccccc3Cl)c2N)c1 | i | i | 4 | i | i | i | i | i | i | -1 | i
O=C(Nc1cc(Cl)ccc1N1CCOCC1)c1ccc2c(c1)OCCO2 | i | i | -1 | i | i | i | i | i | i | -14 | i
CN1CCc2ccccc2CC1=O | i | i | -20 | i | i | i | i | i | i | -2 | i
C/C(CC(=O)Nc1ccc(F)cc1)=N\NC(=O)Cc1csc(N)n1 | i | i | -5 | i | i | i | i | i | i | 4 | i

Following part.
SMILES | TRPC6 inh | ANO1 block | SKKanGAS inh | ANO1 activ | MrgX1 PAM | MrgX1 ag | MrgX1 antag | RGS4 inh | TRPC6 act | HDAC3 inhib | RGS4 pot
O=S(=O)(NC1CC1)c1ccc(S(=O)(=O)N2CCC3(CC2)OCCO3)cc1 | i | i | 2 | i | i | i | i | i | i | 4 | i
O=C(CN1CCN(c2ccc(F)cc2)CC1)NCC1CCCO1 (stereo not drawn) | i | i | . | i | i | i | i | i | i | -1 | i
O=C(COC(=O)c1ccc(CSc2ccc(Cl)cc2)cc1)Nc1ccccc1 | i | i | 8 | i | i | i | i | i | i | 4 | i
COC(=O)C1(CCSC)NC(c2ccc(O)c(OC)c2)C2C(=O)N(c3ccc(C)cc3)C(=O)C21 (stereo not drawn) | i | i | 7 | i | i | i | i | i | i | -3 | i
Cc1ccc(N2CCN(C(=O)CN3C(=O)c4ccccc4C3=O)CC2)cc1 | i | i | 3 | i | i | i | i | i | i | 3 | i
CCn1ccnc1CNC(=O)CC1C(=O)NCCN1CCCc1ccccc1 (stereo not drawn) | i | i | 0 | i | i | i | i | i | i | -3 | i

Source: PubChem
